Bim-Bcl-2: inhibitors of Bim-Bcl-2 binding, primary screen, biochemical, multiplexed, human Bcl-2 family | 0.06% of 190,000 active | AID 950, 2007 | Apoptosis regulator Bcl-2 (Homo sapiens), P10415 | inhibition, % at 10 µM | Bead-based flow cytometry, Bim peptide-Bcl-2 binding; in the data active = inhibition above about 40%; inconclusive = no clear call, values can overlap the other calls;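 note: 0% = no compound wells with probe peptide and 100% = reference peptide inhibitor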
Target sequence (P10415 whole entry, looked up): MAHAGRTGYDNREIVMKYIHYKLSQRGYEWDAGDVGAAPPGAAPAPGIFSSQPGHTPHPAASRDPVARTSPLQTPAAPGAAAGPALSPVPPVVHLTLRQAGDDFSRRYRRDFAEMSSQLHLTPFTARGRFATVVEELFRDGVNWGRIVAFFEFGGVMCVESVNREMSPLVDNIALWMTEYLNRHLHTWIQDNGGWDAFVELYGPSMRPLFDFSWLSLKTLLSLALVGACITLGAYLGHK
GSH bead fluor: compound fluorescence on glutathione beads, profiling panel, artefact control, biophysical, 488/530 nm, flow cytometry; GSH beads flow cytometry, compound fluorescence 488/530 nm; hits give high values; fluorescence (KMESF) at 10 µM; 0.25% of 190,000 active; AID 1776, 2009; in the data active = fluorescence above about 89;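 note: glutathione beads carrying GST-tagged Bcl family fusion proteins plus one bare bead set; values are compound well signal with DMSO vehicle wells as background; inactives centre near 16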
Bcl-W Bim block: inhibitors of Bim binding to Bcl-W, primary screen, biochemical, multiplexed, bead-based flow cytometry; 0.02% of 190,000 active; inhibition, % at 10 µM; Bim peptide-Bcl-W binding; Bcl-2-like protein 2 (Homo sapiens), Q92843;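 note: 0% = bound tracer without compound and 100% = peptide blocker; higher means less fluorescent Bim peptide bound to Bcl-W beads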
Target sequence (Q92843 whole entry, looked up): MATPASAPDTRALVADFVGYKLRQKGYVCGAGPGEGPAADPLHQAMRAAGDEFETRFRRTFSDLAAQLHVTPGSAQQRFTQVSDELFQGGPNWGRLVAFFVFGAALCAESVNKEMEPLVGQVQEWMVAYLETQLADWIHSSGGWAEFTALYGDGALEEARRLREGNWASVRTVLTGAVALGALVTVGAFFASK
RGS4-Gao reg: modulators of RGS4 binding to Galphao, primary screen, biochemical, multiplexed bead flow cytometry; Guanine nucleotide-binding protein G(o) subunit alpha (Homo sapiens), P09471; actives lie on both sides; binding response (% of control), % at 10 µM; 0.33% of 220,000 active; AID 1415, 2008; in the data active = binding response below about 49% or above about 150%; inactive = in between;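 note: fluorescent Galphao activated with aluminum fluoride binding bead-coupled RGS4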
RGS7-Gao: RGS7-Galphao binding modulators, primary screen, biochemical, multiplexed bead flow cytometry; 0.35% of 220,000 active; binding response (% of control), % at 10 µM; Guanine nucleotide-binding protein G(o) subunit alpha (Homo sapiens), P09471; actives lie on both sides; AID 1439, 2008; in the data active = binding response below about 49% or above about 150%; inconclusive = no clear call, values can overlap the other calls; inactive = in between;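 note: fluorescent Galphao held in activated GDP-AlF4 state binding bead-coupled RGS7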
Bim-Bcl-XL: inhibitors of Bim-Bcl-XL binding, primary screen, biochemical, multiplexed, bead flow cytometry, human Bcl-XL; inhibition, % at 10 µM; Bim peptide-Bcl-XL binding, fluorescence; AID 1007, 2008; 0.04% of 190,000 active; Bcl-2-like protein 1 (Homo sapiens), Q07817
Target sequence (Q07817 whole entry, looked up): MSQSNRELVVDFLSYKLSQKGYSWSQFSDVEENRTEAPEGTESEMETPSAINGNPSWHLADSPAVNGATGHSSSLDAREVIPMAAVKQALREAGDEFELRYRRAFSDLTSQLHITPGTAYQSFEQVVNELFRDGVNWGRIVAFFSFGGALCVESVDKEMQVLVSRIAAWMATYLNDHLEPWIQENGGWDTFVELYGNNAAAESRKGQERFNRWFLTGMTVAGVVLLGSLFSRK
Bfl-1 Bim block: inhibitors of Bim binding to Bfl-1, primary screen, biochemical, multiplexed, bead-based flow cytometry | Bcl-2-related protein A1 (Homo sapiens), Q16548 | Bim-Bfl-1 binding inhibition | inhibition, % at 10 µM | 0.12% of 190,000 active | AID 1008, 2008;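 note: 0% = wells without compound plus tracer and 100% = blocker peptide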
Bcl-B Bim block: inhibitors of Bim-Bcl-B binding, primary screen, biochemical, multiplexed, human Bcl-2 family; Bcl-2-like protein 10 (Homo sapiens), Q9HD36; inhibition, % at 10 µM; bead-based flow cytometry, Bim peptide-Bcl-B binding; 0.073% of 190,000 active;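 note: 0% = tracer peptide without compound and 100% = reference inhibitor peptide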
Target sequence (Q9HD36 whole entry, looked up): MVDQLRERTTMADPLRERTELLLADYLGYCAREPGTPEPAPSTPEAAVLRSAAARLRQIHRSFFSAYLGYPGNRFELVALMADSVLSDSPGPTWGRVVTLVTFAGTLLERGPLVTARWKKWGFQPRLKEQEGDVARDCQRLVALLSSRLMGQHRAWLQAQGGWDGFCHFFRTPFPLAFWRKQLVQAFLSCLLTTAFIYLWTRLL
RGS8-Gao: RGS8-Galphao binding modulators, primary screen, biochemical, multiplexed bead flow cytometry; Guanine nucleotide-binding protein G(o) subunit alpha (Homo sapiens), P09471; actives lie on both sides; response (percent of control binding), % at 10 µM; 0.34% of 220,000 active; in the data active = response below about 60% or above about 140%; inactive = in between;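 note: Galphao activated as the GDP aluminium fluoride complex binding bead-coupled RGS8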
ABCB1 inh: ABCB1 efflux pump inhibitors, primary screen, cell-based, multiplex, flow cytometry, ABCG2 counter-screen. ATP-dependent translocase ABCB1 (Homo sapiens), P08183. CCRF-Adr cells, JC-1 efflux. inhibition, % at 6.6 µM. 0.067% of 190,000 active; in the data active = inhibition above about 40%;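 note: 0% = vehicle and 100% = reference inhibitor; higher value means more JC-1 retained so stronger ABCB1 efflux block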
ABCG2 block: ABCG2 efflux pump inhibitors, primary screen, multiplex with ABCB1, IgMXP3 cells, flow cytometry | AID 1325, 2008 | inhibition, % at 6.6 µM | JC-1 efflux | Broad substrate specificity ATP-binding cassette transporter ABCG2 (Homo sapiens), Q9UNQ0 | 0.1% of 190,000 active;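 active = inhibition above 80%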;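 note: 0% = DMSO and 100% = nicardipine control wells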
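test system = two drug-resistant human cell lines, ABCG2 and ABCB1 | amount = 3 million cells/mL final, two lines in 1:1 ratio | reagent = JC-1 transporter substrate | doses = one concentration, 6.6 µM final | incubation = 10 min at 25 °C | signal = flow cytometric JC-1 green MFI at 530 nm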
* = called active by the depositor; ? = inconclusive. Cut-off read from the data, not from the text of the source, unless noted: active = inhibition above about 40%.

SMILES | Bim-Bcl-2 | GSH bead fluor | Bcl-W Bim block | RGS4-Gao reg | RGS7-Gao | Bim-Bcl-XL | Bfl-1 Bim block | Bcl-B Bim block | RGS8-Gao | ABCB1 inh | ABCG2 block
C/C(NCC(C)(C)CN(C)C)=C(/C#N)C(=O)NCc1ccccc1 | -4 | 37 | -3 | 99 | 95 | -4 | -16 | -7 | 100 | 0.2 | 6
COc1ccc2c(CC(=O)OCC(=O)c3ccccc3OC)coc2c1 | -6 | 12 | 2 | 99 | 99 | -3 | -8 | -6 | 102 | 0.9 | 7
O=C(COc1ccccc1)Nc1cccc(-c2nc3ccccc3[nH]2)c1 | -6 | 10 | -5 | 102 | 102 | -9 | -13 | -9 | 102 | -0.2 | -4
CN(C)/C=C/C(=O)c1ccc(N2CCN(c3ncc(C(F)(F)F)cc3Cl)CC2)cc1 | -1 | 25 | -2 | 89 | 89 | -3 | -3 | -1 | 93 | 1.1 | 1
Cc1ccc(NC2=C(Cl)C(=O)OC2OC(C)C)c(C)c1 (stereo not drawn) | -7 | 16 | -5 | 106 | 104 | -7 | -2 | -7 | 104 | 0.6 | 5
O=[N+]([O-])c1ccc(CSc2ccc(-c3ccccn3)nn2)cc1 | 0 | 8 | 0 | 101 | 101 | -6 | -2 | -2 | 103 | 0.7 | 11
CCC(C)NC(=O)COC(=O)c1ccc(Cl)cc1O (stereo not drawn) | -1 | 12 | -3 | 98 | 103 | -2 | -6 | -3 | 101 | -0.4 | -1
COc1ccc(C2C3=C(Nc4ncnn42)c2ccccc2CC3)cc1OC (stereo not drawn) | -7 | 40 | -2 | 103 | 101 | 0 | -5 | -6 | 105 | -1.0 | -2
COc1cccc(NC(=O)COC(=O)Cc2ccc(Br)cc2)c1 | -6 | 74 | 0 | 93 | 94 | -2 | 0 | -2 | 98 | -0.5 | 0
Clc1ccccc1Cc1noc(CN2CCN(Cc3ccccn3)CC2)n1 | -7 | 51 | -2 | 100 | 102 | -5 | -13 | -10 | 102 | 1.2 | 2
CCN1CCN(c2cc(C)c3cc(NC(=O)Cc4ccc(OC)c(OC)c4)ccc3n2)CC1 | 0 | 18 | -2 | 112 | 112 | -3 | -3 | -2 | 118 | -1.4 | -3
O=c1/c(=C/c2cccc3ccccc23)sc2ncnn12 | -1 | 9 | 0 | 105 | 99 | -8 | -11 | -4 | 105 | 0.1 | 0
OC(CNCC1(N2CCCCC2)CCCCC1)COc1ccc(Cl)cc1Cl (stereo not drawn) | -1 | 25 | -3 | 101 | 99 | -2 | -4 | 0 | 100 | -0.2 | 1
CN(C)S(=O)(=O)N1CCC(CO)(CCc2ccccc2)CC1 | -2 | 17 | 0 | 104 | 103 | -1 | -6 | -1 | 106 | 0.2 | 0
O=C(/C=C/c1ccc(F)cc1)N1CCN(S(=O)(=O)/C=C/c2ccccc2)CC1 | -8 | 13 | -4 | 100 | ? | -4 | -8 | -5 | 100 | 0.7 | 3
Cc1noc(C)c1/C=N/Nc1ccc2ccccc2n1 | 0 | 10 | 0 | 100 | 110 | 0 | -4 | 0 | 102 | 0.1 | 10
COCCNS(=O)(=O)c1cc(Br)ccc1OC | 0 | 15 | 2 | 107 | 103 | 0 | -8 | -3 | 103 | 0.2 | 0
Cc1ccc(-n2cccc2/C=C2\C(=N)N3N=C(C(C)C)SC3=NC2=O)cc1 | 2 | 9 | -1 | 99 | 101 | -2 | -5 | -1 | 98 | 0.7 | 2
CCCc1nc2sc3c(c2c(=O)n1NC(=O)c1ccco1)CC(C)(C)OC3 | 0 | 10 | -2 | 101 | 96 | -4 | -1 | 0 | 99 | 0.8 | 1
CCN(CC)S(=O)(=O)c1ccc2nnn(OCC(=O)Nc3cccc(C#N)c3)c2c1 | -7 | 24 | -3 | 105 | 101 | -4 | -12 | -7 | 107 | -0.7 | 0
CCCN(CCC)CCNC(=O)c1cc2c(=O)n(C)c3ccccc3c2n1C | -4 | 26 | 3 | 101 | 98 | 0 | -10 | -3 | 100 | 0.6 | 2
CCN(CC)CCN(C(=O)c1ccc2c(c1)CCCC2)c1nc2ccc(F)cc2s1 | 9 | 10 | -3 | 90 | 99 | -4 | 6 | 0 | 100 | 2.2 | 2
COc1cccc(C(=O)CC(=O)C(=O)Nc2cc(Cl)c(OC)cc2OC)c1 | -1 | 25 | -2 | 99 | 102 | -5 | -1 | -3 | 100 | -0.5 | 0
O=C(c1cncc(Br)c1)N1CCCc2ccccc21 | -11 | 33 | -3 | 102 | 99 | -10 | -17 | -13 | 101 | -0.2 | 24
COC(=O)C(CC(C)C)NC(=O)c1cc(OC)c(OC)c(OC)c1 (stereo not drawn) | -8 | 40 | -1 | 105 | 105 | -8 | -12 | -5 | 103 | 0.7 | 3
Cn1c(SCc2c(F)cccc2Cl)nc2c(c1=O)SCC2 | -6 | 20 | 0 | 102 | ? | -6 | -5 | -3 | 101 | 1.8 | 7
CCOc1ccc2c(c1)C(N(CCN1CCOCC1)C(=O)Nc1ccc(OC)cc1OC)CC(C)(C)O2 (stereo not drawn) | 0 | 19 | 0 | 102 | 97 | -1 | -3 | 0 | 101 | 1.6 | 3
O=C(NCc1ccccn1)c1ccc(=O)oc1 | -9 | 76 | 0 | 100 | 99 | -2 | -11 | -9 | 101 | 1.0 | 2
COc1ccc(-c2nc3ncccn3c2Nc2ccc3c(c2)OCCO3)cc1 | 1 | 12 | 0 | 99 | 98 | 0 | -1 | 1 | 95 | 0.1 | 0
Cc1ccc(OCCSc2ncnc3nc[nH]c23)cc1 | 0 | 7 | -1 | 95 | 97 | -7 | -5 | 0 | 114 | -0.1 | 0
CCC(=O)Nc1c(-c2cccs2)c(=O)c2ccccc2n1C | -4 | 25 | -4 | 103 | 105 | -5 | -11 | -6 | 102 | 0.0 | -1
O=C(CN1CCN(Cc2ccccc2)CC1)c1ccc(Br)cc1 | 0 | 26 | 1 | 97 | 101 | 0 | -1 | -3 | 101 | -0.1 | -1
Cc1cccc2cc3c(N)c(C(=O)Nc4ccc(N5CCOCC5)cc4)sc3nc12 | -6 | 9 | -8 | 89 | 93 | 1 | -6 | -3 | 95 | -0.3 | 0
CCn1cc(S(=O)(=O)CC(=O)Nc2ccc(OC)cc2)c2ccccc21 | 5 | 13 | 0 | 106 | 106 | -1 | 2 | 1 | 104 | 0.2 | 0
O=C(O)C1CCN(C(=O)NC2CCCCC2)CC1 | -5 | 36 | 1 | 98 | 99 | -11 | -18 | -7 | 101 | -0.1 | 2
COc1cc(OC)nc(NC(=O)CS(=O)(=O)c2ccccc2)n1 | 5 | 31 | 1 | 108 | 102 | -4 | 0 | -2 | 103 | 0.2 | 1
Cc1ccc(S(=O)(=O)N2CCN(c3cc4c(cc3[N+](=O)[O-])n(C)c(=O)n4C)CC2)cc1 | -12 | 11 | 0 | 99 | 103 | -2 | -13 | -9 | 101 | -3.4 | 2
Cc1ccc(S(=O)c2ccc(NC(=O)C3CC3)cc2C#N)cc1 (stereo not drawn) | -3 | 13 | -2 | 95 | 98 | 0 | -3 | -4 | 110 | 1.4 | 2
CC1(C)NC(=O)N(CC(=O)OCC(=O)Nc2sccc2C#N)C1=O | -2 | 11 | 0 | 96 | ? | -4 | -1 | -8 | 101 | 0.2 | 1
C#CC[N+](C)(C)CC#Cc1ccc(C)cc1 | 0 | 12 | 3 | 103 | 101 | -3 | 0 | -1 | 106 | -0.6 | -3

Two entries drawn at random from the list so far, as already listed:
SMILES | Bim-Bcl-2 | GSH bead fluor | Bcl-W Bim block | RGS4-Gao reg | RGS7-Gao | Bim-Bcl-XL | Bfl-1 Bim block | Bcl-B Bim block | RGS8-Gao | ABCB1 inh | ABCG2 block
COc1cc(OC)nc(NC(=O)CS(=O)(=O)c2ccccc2)n1 | 5 | 31 | 1 | 108 | 102 | -4 | 0 | -2 | 103 | 0.2 | 1
Cc1ccc(S(=O)(=O)N2CCN(c3cc4c(cc3[N+](=O)[O-])n(C)c(=O)n4C)CC2)cc1 | -12 | 11 | 0 | 99 | 103 | -2 | -13 | -9 | 101 | -3.4 | 2

Other records
SMILES | Bim-Bcl-2 | GSH bead fluor | Bcl-W Bim block | RGS4-Gao reg | RGS7-Gao | Bim-Bcl-XL | Bfl-1 Bim block | Bcl-B Bim block | RGS8-Gao | ABCB1 inh | ABCG2 block
O=C(COC(=O)C1CC2C=CC1C2)NCCc1ccccc1 (stereo not drawn) | 0 | 10 | -3 | 94 | 94 | -2 | -2 | -3 | 98 | 0.1 | -1
COC(=O)CNC(=O)c1ccc2c(c1)S(=O)(=O)c1ccccc1C2=O | -4 | 33 | 0 | 103 | 103 | 0 | -10 | -6 | 103 | 1.1 | 4
[O-][n+]1onc2c1CCc1nnccc1-2 | -3 | 17 | -4 | 101 | 101 | -3 | -1 | -2 | 101 | 0.7 | 3
Clc1ccc(CN2CCN(c3ccccc3)CC2)cn1 | -5 | 18 | -1 | 100 | 108 | -1 | -5 | -1 | 104 | -0.3 | 0
O=C(Nc1nncs1)c1ccccc1Br | -15 | 28 | -7 | 100 | 98 | -10 | -20 | -10 | 102 | -0.2 | 7
CC(C)(O)C#Cc1ccc(CN2CCN(Cc3ccccc3)C(CCO)C2)cc1 (stereo not drawn) | -1 | 17 | -1 | 98 | 100 | -8 | -3 | -5 | 99 | 0.6 | 1
CCCCc1nnc(NC(=O)C2CC(=O)N(c3ccc4c(c3)OCCO4)C2)s1 (stereo not drawn) | -6 | 12 | 0 | 103 | 102 | -6 | -4 | -7 | 102 | -0.4 | 22
O=C(CSc1n[nH]c(-c2ccccc2)n1)NC(=O)NCc1ccco1 | -9 | 21 | 0 | 98 | 96 | -6 | -21 | -6 | 99 | 0.0 | 0
CCOc1cc(C2C(C(=O)O)c3cc(OCC)c(OCC)cc3C(=O)N2C)ccc1O (stereo not drawn) | 0 | 32 | 0 | 103 | 97 | -6 | 1 | 1 | 99 | 0.3 | 1
O=S1(=O)CCC(NC(=S)Nc2ccc(Cl)cc2)C1 (stereo not drawn) | 15 | 12 | 0 | 108 | 118 | -1 | 1 | -1 | 119 | -1.6 | -9
Cc1nn(C)cc1CNC(=O)C1C2CCC(O2)C1C(=O)O (stereo not drawn) | -16 | 27 | -10 | 95 | 96 | -18 | -27 | -16 | 100 | 1.1 | 10
Cc1nc2nc(-c3ccccc3)cc(=O)n2[nH]1 | -4 | 5 | 5 | 95 | 93 | 3 | -9 | -2 | 99 | 0.1 | 0
Nc1ncc2c(n1)-c1ccccc1CC2 | 0 | 13 | 0 | 101 | ? | -1 | -3 | -3 | 100 | 2.3 | 8
Cc1cs/c(=N\N=C\c2ccc(O)cc2)n1Cc1ccco1 | 0 | 11 | -3 | 100 | 104 | -3 | 0 | -3 | 103 | -0.2 | 1

Bioassay records as filed in PubChem.
